Runt-CBFb FRET: Runt domain-CBFb interaction inhibition. actives 0.46% (n = 220,000). Q01196+Q13951. AID 1496. Cerulean-Runt/Venus-CBFb FRET ratio 530/480, 1 h. inhibition, % at 20 µM;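 active = inhibition over about 50% at 20 µM in the single-dose screen, limit read from the data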;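 note: 0% = DMSO wells and 100% = excess unlabeled CBFb competitor control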
Target sequence (Q01196 whole entry, looked up, the tested form may be a part): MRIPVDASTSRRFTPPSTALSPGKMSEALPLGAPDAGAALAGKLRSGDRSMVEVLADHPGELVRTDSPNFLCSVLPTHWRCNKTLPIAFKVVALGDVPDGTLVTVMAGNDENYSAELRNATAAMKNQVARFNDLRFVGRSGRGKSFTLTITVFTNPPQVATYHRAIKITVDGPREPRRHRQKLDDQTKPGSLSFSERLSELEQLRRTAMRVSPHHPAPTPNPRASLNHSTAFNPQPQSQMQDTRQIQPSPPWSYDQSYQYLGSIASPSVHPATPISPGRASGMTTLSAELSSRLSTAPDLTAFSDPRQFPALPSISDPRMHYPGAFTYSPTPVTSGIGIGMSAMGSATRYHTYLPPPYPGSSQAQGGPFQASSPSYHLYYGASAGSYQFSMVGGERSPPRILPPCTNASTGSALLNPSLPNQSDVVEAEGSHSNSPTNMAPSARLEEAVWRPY
Target sequence (Q13951 whole entry, looked up, the tested form may be a part): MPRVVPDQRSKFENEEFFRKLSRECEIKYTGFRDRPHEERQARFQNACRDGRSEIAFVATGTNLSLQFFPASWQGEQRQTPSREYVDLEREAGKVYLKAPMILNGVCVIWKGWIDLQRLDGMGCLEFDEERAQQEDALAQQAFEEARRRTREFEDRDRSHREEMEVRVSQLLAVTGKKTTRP
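test system = Cerulean-tagged RUNX1 Runt domain (FRET donor) fusion protein | reagent = Venus-CBFb binding partner, 100 nM | incubation = protein complex preformed 1 h, compound exposure 1 h, room temperature, dark | detection = FRET fluorescence | read-out basis = loss of energy transfer signal | controls = 5 µM unlabeled CBFb as full-inhibition high control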
Tb hexokinase: T. brucei hexokinase 1 inhibition; recombinant TbHK1, G6PDH-coupled NADH A340; inhibition, % at 10 µM; actives 0.11% (n = 220,000); AID 1430;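 active = inhibition of 50% or more in the single-dose primary screen; inactive = inhibition below 50%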
Hck Nef HTS: blocks Nef-activated human Hck kinase; Recombinant Hck-YEEI plus Nef, Z-Lyte FRET kinase assay; inhibition, % at 20 µM; actives 0.68% (n = 220,000);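 active = Hck-Nef kinase inhibition above about 50%, limit read from the data; inactive = inhibition below that limit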;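 note: 0% = DMSO with Hck plus Nef and 100% = Hck alone without Nef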
EBV gp42 block: blocks Epstein-Barr virus glycoprotein 42 binding; Q1HVG2; Fluorescence polarization binding assay, mP read-out; inhibition, % (tested at 21.74 µM); actives 0.42% (n = 220,000); in the data active = inhibition above about 50%
Target sequence (Q1HVG2 whole entry, looked up): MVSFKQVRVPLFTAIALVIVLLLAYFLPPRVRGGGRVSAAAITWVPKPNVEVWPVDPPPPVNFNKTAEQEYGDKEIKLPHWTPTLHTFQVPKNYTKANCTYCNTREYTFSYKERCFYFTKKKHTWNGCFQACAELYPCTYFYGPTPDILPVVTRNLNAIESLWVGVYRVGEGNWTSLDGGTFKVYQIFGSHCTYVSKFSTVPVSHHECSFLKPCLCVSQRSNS
Runt-SMMHC FRET: blocks binding of human RUNX1 Runt domain to CBFb-SMMHC; Q01196+Q13951; Cerulean-Runt/Venus-CBFb-SMMHC FRET ratio 530/480, 1 h; inhibition, % at 20 µM; actives 0.74% (n = 220,000); AID 1434;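 active = mean inhibition across duplicate retests at 20 µM reaching about 50%, limit read from the data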;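 note: 0% = DMSO wells and 100% = wells with excess untagged CBFb-SMMHC; inhibitors lower the FRET ratio by blocking Runt binding to CBFb-SMMHC; some results filed as inactive read as strong as hits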
14-3-3 Bad PPI: disrupts binding of bovine 14-3-3 zeta to phospho-Bad peptide; inhibition, % at 21.7 µM; TR-FRET 14-3-3zeta/Dy647-pBad peptide displacement, 1 h; AID 781; P63103; actives 0.71% (n = 220,000);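 active = inhibition above about 70%, limit read from the data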;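 note: 0% = full 14-3-3 plus peptide FRET controls and 100% = background without 14-3-3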
p47phox inh: inhibitors of human p47phox binding; p47phox/p22phox peptide binding, fluorescence polarization, 2 h; inhibition, % at 24.7 µM; actives 0.53% (n = 220,000); AID 1274;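 active = inhibition above about 30%, limit read from the data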;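 note: 0% = p47phox with labelled peptide and 100% = labelled peptide alone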
zVAD death inh: L929 zVAD cell death inhibition; L929 zVAD necroptosis rescue, ATP luminescence, 24 h; with zVAD 60 µM; viability rescue, % at 10 µM; actives 0.38% (n = 220,000);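 active = activation, scaled between plate controls, above about 75%, limit read from the data; inactive = activation under that limit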;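 note: 0% = zVAD with DMSO and 100% = DMSO alone without zVAD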
Mdm2 ligase inh: inhibitors of human Mdm2 E3 ubiquitin ligase; Q00987; cell-based MDM2 ubiquitination luciferase reporter, 2 h; 0 = plate control, 100 = twice control, blank-subtracted; signal enhancement, % at 5 µM; actives 0.11% (n = 210,000);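 active = signal enhancement of 30% or more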;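 note: luminescence tracks abundance of the self-degrading MDM2-luciferase fusion protein; higher signal means inhibition of MDM2 E3 ligase activity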
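Test system: mammalian cells stably expressing self-ubiquitinating, self-degrading MDM2 E3–luciferase fusion; Amount: 2000 cells in each well; Medium: DMEM; Schedule: 4 h settle plus 2 h compound, 37 °C; Technique: SteadyLite luciferase luminescence after 15 min room-temperature reagent incubation; Benchmarks: plate control and blank wells.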
An asterisk follows results filed as active; x = not tested or not shown; [ ] = dose if it differs, or a comment.

SMILES | Runt-CBFb FRET | Tb hexokinase | Hck Nef HTS | EBV gp42 block | Runt-SMMHC FRET | 14-3-3 Bad PPI | p47phox inh | zVAD death inh | Mdm2 ligase inh
O=C(c1ccccc1)N1CCC2(CC1)OCCO2 | 0 | 0 | 4 | -3 | -1 | -4 | 2 | 0.8 | -14
Clc1ccccc1CN1CCN(c2cccc3[nH]ccc23)CC1 | 5 | 25 | 8 | -7 | 2 | 2 | -4 | -0.1 | -7
C=CCn1c(O)c(/C=N/N2CCCCC2c2cccnc2)c(=O)[nH]c1=S (stereo not drawn) | 0 | -39 | 1 | -16 | 1 | -9 | -121 | 1.6 | -12
Cc1ccccc1NC1=NCCCS1 | -1 | 2 | 8 | 10 | 16 | -1[fluorescence artefact?] | -2 | -0.4 | -2
COc1ccccc1CC1C(=O)C2CCN1CC2 (stereo not drawn) | -2 | 2 | 2 | -26 | 12 | 1 | -3 | 0.2 | -8
O=C1NC(=O)N(c2cccc(Cl)c2)C(=O)/C1=C\c1ccc(Sc2nc3ccccc3[nH]2)o1 | 15 | -4 | 9 | -21 | 10 | 38 | -267 | 1.5 | x
Cn1c(O)c(C=NCCCC(=O)O)c(=O)n(C)c1=O | 1 | -7 | 2 | -19 | -3 | -7 | -1 | 0.7 | -22
COc1cccc(C(=O)C2CCCN(Cc3cccc4c3OCO4)C2)c1 (stereo not drawn) | -2 | -2 | 15 | -15 | 0 | -8 | -7 | 0.5 | -2
CN1C(=O)N(C)C(=O)C2(Cc3cc(N)ccc3N3CCN(c4ccccc4F)CC32)C1=O (stereo not drawn) | -6 | -11 | 9 | 3 | -16 | 82* | -5 | -0.2 | 1
CCCOC(=O)Nc1ccc([As](=O)(O)O)cc1NC(=O)OCCC | 1 | 8 | 21 | -11 | -3 | 4 | -7 | -0.7 | -7
O=C(COC(=O)Cc1ccccc1)NC12CC3CC(CC(C3)C1)C2 | -2 | -5 | -1 | -60 | -1 | -4 | -3 | 0.3 | -5
O=C(O)CCn1cc(C=C2C(=O)NC(=S)NC2=O)c(-c2cccc(Br)c2)n1 | 27 | 6 | 43 | -19 | 34 | 46 | -1 | 2.0 | -5
Cc1ccccc1-n1c(C)nc2ccccc2c1=O | -1 | 0 | 12 | -25 | -6 | 4 | -23 | 0.1 | -95
C=CCN1C(=O)C2(C(C(=O)OCC)=C(N)Oc3c2c(=O)oc2ccccc32)c2ccccc21 (stereo not drawn) | -2 | -5 | 9 | -6 | -4 | -3[fluorescence artefact?] | -13 | 0.7 | -30
Cn1cc[n+](C)c1P(=S)(c1ccccc1)c1ccccc1 | -1 | 3 | 24 | -32 | 1 | 8 | -8 | 0.1 | -7
NC(=O)CS(=O)C(c1ccccc1)c1ccccc1 (stereo not drawn) | 1 | x | x | -13 | -1 | 0 | -13 | x | x
O=Cc1cn(Cc2ccc(F)cc2)c2ccccc12 | -2 | 3 | 26 | -4 | 2 | -21 | 1 | 0.7 | -14
C[C@@]1([C@@H](NP(=O)(c2ccccc2)c2ccccc2)c2ccccc2)C[C@H]1CCO | -3 | -3 | -1 | -3 | 4 | 4 | -7 | -0.6 | x
Cc1cc(/C=C2\C(=O)NC(=O)N(c3cccc(F)c3)C2=O)c(C)n1-c1cc(C(=O)O)cc(C(=O)O)c1 | 13 | -12 | 34 | -17 | -4 | 1 | -11 | 3.1 | 3
O=[N+]([O-])c1cc(F)c(N2CCCC2)cc1N1CCNCC1 | -4 | 1 | 8 | -6 | -6 | -13 | -6 | 0.3 | 14

Reprinted from the part before: 7 entries, then new ones.
SMILES | Runt-CBFb FRET | Tb hexokinase | Hck Nef HTS | EBV gp42 block | Runt-SMMHC FRET | 14-3-3 Bad PPI | p47phox inh | zVAD death inh | Mdm2 ligase inh
C=CCN1C(=O)C2(C(C(=O)OCC)=C(N)Oc3c2c(=O)oc2ccccc32)c2ccccc21 (stereo not drawn) | -2 | -5 | 9 | -6 | -4 | -3[fluorescence artefact?] | -13 | 0.7 | -30
Cn1cc[n+](C)c1P(=S)(c1ccccc1)c1ccccc1 | -1 | 3 | 24 | -32 | 1 | 8 | -8 | 0.1 | -7
NC(=O)CS(=O)C(c1ccccc1)c1ccccc1 (stereo not drawn) | 1 | x | x | -13 | -1 | 0 | -13 | x | x
O=Cc1cn(Cc2ccc(F)cc2)c2ccccc12 | -2 | 3 | 26 | -4 | 2 | -21 | 1 | 0.7 | -14
C[C@@]1([C@@H](NP(=O)(c2ccccc2)c2ccccc2)c2ccccc2)C[C@H]1CCO | -3 | -3 | -1 | -3 | 4 | 4 | -7 | -0.6 | x
Cc1cc(/C=C2\C(=O)NC(=O)N(c3cccc(F)c3)C2=O)c(C)n1-c1cc(C(=O)O)cc(C(=O)O)c1 | 13 | -12 | 34 | -17 | -4 | 1 | -11 | 3.1 | 3
O=[N+]([O-])c1cc(F)c(N2CCCC2)cc1N1CCNCC1 | -4 | 1 | 8 | -6 | -6 | -13 | -6 | 0.3 | 14
COc1ccc(O)c(CN2CCCC(C(=O)c3ccccc3SC)C2)c1 (stereo not drawn) | 4 | 6 | 11 | 1 | -5 | -6 | -12 | 31 | -4
CCC(=NC1CC1)c1c(O)n(C2CCCCC2)c(=O)[nH]c1=O | 0 | -5 | 0 | -8 | 0 | -6[fluorescence artefact?] | -14 | 0.0 | -14
C=Cn1ccnc1P(=S)(c1ccc(N(C)C)cc1)c1nccn1C=C | -1 | -11 | 3 | -7 | 10 | -4[fluorescence artefact?] | -6 | -0.3 | 15
c1ccc(C2N3CCCN23)cc1 (stereo not drawn) | 0 | -2 | -1 | -1 | -3 | -13 | -12 | 0.3 | -12
COc1ccc(/C=C2/C(=O)N(Cc3ccco3)C(=O)N(C(C)C)C2=O)cc1 | 17 | 11 | 95* | -36 | 0 | -1[fluorescence artefact?] | -56 | -0.1 | 2
O=Cc1cn(Cc2c(F)cccc2Cl)c2ccccc12 | -2 | -1 | 19 | -19 | -7 | -9 | -5 | 3.3 | -4
CC(C)=CCC12CN3CCN(CC(C3)C1=O)C2 | 1 | 9 | 0 | 12 | -3 | -18 | -61 | 0.4 | -15
COc1cc2c(cc1OC)[C@@H]1C(=O)c3ccc4c(c3O[C@@H]1CO2)C[C@H](C(C)C)O4 | 0 | -28 | 2 | -3 | -4 | 4 | -2 | 3.7 | -31
Cc1ncc([N+](=O)[O-])n1CCOc1nonc1N | 0 | -11 | 13 | -13 | -7 | 6 | -7 | 0.7 | -8
COc1ccc(NC(=O)CN2CC=C(c3ccccc3)CC2)cc1S(=O)(=O)N1CCOCC1 | -2 | -7 | 15 | -19 | -3 | -12 | -6 | -0.5 | 4
COc1cccc(C(=O)C2CCCN(Cc3ccccn3)C2)c1 (stereo not drawn) | 0 | -3 | 16 | -5 | -3 | 0 | -7 | -0.2 | -13
CCCCn1c(O)c(C(C)=NCc2cccnc2)c(=O)[nH]c1=O | 2 | -7 | 14 | -20 | -3 | -5 | 2 | 0.1 | -10
Cn1c(O)c(C=NCCCN2CCCC2=O)c(=O)n(C)c1=O | 4 | -5 | -1 | -11 | -1 | -10 | -7 | 0.5 | -11
CCOP(=O)(OCC)c1cccc(OP(=O)(c2cccc([N+](=O)[O-])c2)c2cccc([N+](=O)[O-])c2)c1 | 0 | -7 | -13 | -15 | -2 | 0 | -9 | 0.6 | -19
CN1CCN(c2ccc(C(F)(F)F)cc2N)CC1 | 0 | 1 | 25 | -7 | -3 | 0 | -2 | 0.2 | -14
O=C(N=Nc1c(O)[nH]c(=O)[nH]c1=O)C1COc2ccccc2O1 (stereo not drawn) | 2 | -12 | 16 | -6 | -1 | -4 | -2 | 1.7 | -14
CC1(C)CC(=O)C=C(NCCN2CCN(C(=O)Cc3ccc(Cl)cc3)CC2)C1 | -2 | -1 | 7 | -17 | 4 | -5 | -2 | 0.2 | 9
CCN(CC)c1ccc(/C=C2/C(=O)NC(=O)N(CC3CCCO3)C2=O)cc1 (stereo not drawn) | -2 | -38 | 2 | -158 | -8 | 0[fluorescence artefact?] | -95 | 0.0 | -8
CCCCn1c(=O)c(C=Nc2cc([N+](=O)[O-])ccc2OC)c(O)n(CCCCl)c1=O | -6 | -18 | 3 | -35 | -13 | 2 | -38 | -0.3 | -2
CCN(CC)CCCN=Cc1c(O)n(-c2cccc(C)c2C)c(=O)[nH]c1=O | -1 | -4 | -1 | -5 | 3 | -8 | 2 | 0.0 | -9
COC(=O)c1c(C)n(Cc2ccccc2)c2ccc(O)cc12 | 0 | 10 | 27 | 7 | 5 | -2 | -5 | -3.0 | -18
CC1=CC2/C=C(\C)CCC(O)C(O)/C=C/C(=O)C23C(=O)NC(CC(C)C)C3C1C (stereo not drawn) | 6 | -3 | 11 | -11 | 6 | 7 | -10 | 63 | 4
O=C(O)c1nn(Cc2ccc(Cl)cc2Cl)c2ccccc12 | -1 | 0 | 21 | -10 | -4 | -11 | -4 | 4.6 | 1
N=c1ccccn1Cc1ccccc1 | 0 | -3 | 23 | 7 | 0 | 5 | 4 | 1.3 | -20
Cc1nc2cc(-c3ccccc3)nn2c(C)c1CCC(=O)N1CCC2(CC1)OCCO2 | 0 | -2 | 1 | -2 | -3 | x | 7 | 2.1 | -3
CCOP(=O)(OCC)C1(C(=O)O)CCCC1 | -1 | -5 | 9 | -14 | -3 | -4 | -7 | 2.1 | -13
CCn1c(O)c(C=Nc2ccc(N3CCOCC3)c(Br)c2)c(=O)n(CC)c1=S | -134 | -2 | -5 | -12 | -236 | -1[fluorescence artefact?] | -20 | 0.8 | -8
Cc1ccc(N2C(=O)NC(=O)C3(Cc4ccccc4N4CCCC43)C2=O)cc1 (stereo not drawn) | 2 | -8 | 7 | -18 | -4 | -1 | -8 | 0.0 | 2
CCCc1nc2ccccc2c(=O)n1-c1ccc(O)cc1 | 2 | -3 | 7 | 13 | 2 | -4 | -14 | 0.1 | -2
CCC(=NCc1cccnc1)c1c(O)n(C2CCCCC2)c(=O)[nH]c1=O | 0 | 5 | 2 | -13 | -2 | 11 | -1 | 0.4 | -15
CCCCCCCCCCCCn1ccc(=N)cc1 | -1 | 20 | 32 | -7 | 2 | 2 | 10 | 6.6 | -38
CCOc1cc(CNC(C)C(O)c2ccccc2)cc(Cl)c1OCC (stereo not drawn) | -3 | 6 | -4 | 6 | 3 | -22 | 2 | 2.5 | -1
CC1CCCN(C(=O)CN2C3CCC2CC(O)(c2ccc(F)cc2)C3)C1 (stereo not drawn) | 1 | -5 | 17 | -13 | 3 | -2 | 2 | 0.7 | -12
Cc1ccc2c(c1)C1CN(C)CCC1N2C(=S)Nc1cccnc1 (stereo not drawn) | 0 | -11 | -13 | -4 | -3 | -11 | -1 | 0.4 | -53
CC(=O)Nc1ccc(C(=O)OCC(=O)Nc2ccc(Cl)cc2C(=O)c2ccccc2)cc1 | -10 | -12 | -15 | -14 | -4 | -11[fluorescence artefact?] | -23 | -0.1 | -9
Nc1c(C(=O)NCCN2CCOCC2)c2nc3ccccc3nc2n1Cc1ccco1 | 72* | -13 | 58* | 23 | x | -5[fluorescence artefact?] | -47 | 0.7 | -12

Screens as filed in PubChem BioAssay.

This is a subset; count on the stated rates, not on these rows.
